PTAP-TSG101 blk – blocks PTAP binding to human TSG101, validation | Q99816 | Fluorescence polarization, FITC-PTAP peptide/Tsg101, 20 min | Potency, µM (top dose mostly 115 µM), for inactives: at the highest dose activity change, negative = inhibition, hits mostly inhibitors | 44,000 tested, under 10 active | AID 1347069; note: potency is the fitted concentration of half-maximal effect; 0% is about no effect
Target sequence (Q99816 whole entry, looked up): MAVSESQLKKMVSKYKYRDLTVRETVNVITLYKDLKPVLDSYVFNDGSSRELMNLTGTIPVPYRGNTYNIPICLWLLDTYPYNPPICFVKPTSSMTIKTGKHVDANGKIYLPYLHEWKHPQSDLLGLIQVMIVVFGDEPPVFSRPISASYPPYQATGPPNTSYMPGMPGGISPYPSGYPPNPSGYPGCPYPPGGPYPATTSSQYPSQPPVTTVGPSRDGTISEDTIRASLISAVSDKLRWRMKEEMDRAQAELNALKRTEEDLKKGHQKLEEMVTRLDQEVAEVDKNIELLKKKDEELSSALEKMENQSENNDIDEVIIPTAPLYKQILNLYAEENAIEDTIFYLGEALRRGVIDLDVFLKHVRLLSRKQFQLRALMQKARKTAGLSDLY
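Fluorescence polarization binding of Tsg101 binding domain (10 uM final) to FITC-labeled PTAP-motif peptide (50 nM final) in HEPES pH 7.5/NaCl/Tween 20/EDTA/TCEP buffer; 20 min at r.t. Actives by curve class, <25 µM, efficacy <60% inhibition.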
GALK inh – GALK (human) enzyme inhibition. 44,000 tested, under 10 active. P51570. recombinant GALK, Kinase-Glo ATP luminescence, 1 h. Potency, µM (series often up to 57.5 µM), inactives show at the highest dose activity, negative = inhibition, actives largely listed as inhibitors;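 note: plate controls were full GALK reaction for no effect and reaction lacking GALK for full effect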
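5 nM GALK; 35 uM ATP; 100 uM D-galactose; 20 mM HEPES pH 8.0, 5 mM MgCl2, 60 mM NaCl, 1 mM DTT, 0.01% BSA; 1 h RT; Kinase-Glo Plus luminescence.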
FH mod – Identification of activators of human fumarate hydratase by quantitative high-throughput screening. Fumarate hydratase, mitochondrial (Homo sapiens), P07954. FH coupled MDH/diaphorase resazurin fluorescence, 15 min. 54,000 compounds, 0.22% hits. Potency, µM (highest dose often 79.9 µM), for the others: at the highest dose activity change, negative = inhibition, hits mostly inhibitors; note: potency is the fitted concentration of half-maximal effect; % is set by controls: 0 for no effect and ±100 for the full control effect; the screen sought activators but most active calls are inhibition curves; nearly all actives have a fitted effect of over 45% in size
Target sequence (P07954 whole entry, looked up): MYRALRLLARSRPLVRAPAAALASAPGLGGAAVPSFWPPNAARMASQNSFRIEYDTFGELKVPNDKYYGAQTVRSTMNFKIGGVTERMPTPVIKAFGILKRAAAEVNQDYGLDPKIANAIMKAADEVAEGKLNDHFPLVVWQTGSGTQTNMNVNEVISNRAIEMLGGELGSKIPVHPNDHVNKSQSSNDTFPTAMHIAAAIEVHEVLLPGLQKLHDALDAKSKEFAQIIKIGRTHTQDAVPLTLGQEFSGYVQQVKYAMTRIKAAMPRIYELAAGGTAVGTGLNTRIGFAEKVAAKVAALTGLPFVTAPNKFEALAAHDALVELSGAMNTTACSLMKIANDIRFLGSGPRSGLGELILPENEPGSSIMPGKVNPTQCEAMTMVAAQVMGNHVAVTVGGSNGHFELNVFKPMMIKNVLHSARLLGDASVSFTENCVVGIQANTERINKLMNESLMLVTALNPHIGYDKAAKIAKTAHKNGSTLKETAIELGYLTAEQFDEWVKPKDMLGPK
NTMT1 inh – blocks human N-terminal methyltransferase 1 activity. Q9BV86. NTMT1 MTase-Glo SAH luminescence, purified enzyme. Potency, µM (highest dose often 114 µM), for inactives: at the top dose activity change, negative = inhibition, hits mostly inhibitors. 59,000 compounds, 2.5% hits. AID 1645870;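 note: potency is the fitted concentration of half-maximal effect; plate controls were DMSO vehicle for no effect and no enzyme for full effect; nearly all actives have a fitted effect of over 65% in size; many of its hits are not listed in these tables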
B2AR arrestin ag – agonists recruiting beta-arrestin to human beta2-adrenergic receptor; P07550; HTLA Tango cells, beta-arrestin recruitment, luciferase luminescence, 18 h; Potency, µM (titrated, usually from 46.1 µM), for inactives: at the highest dose activation, actives largely listed as activators; 44,000 tested, under 10 active; AID 1347077;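 note: potency is the fitted concentration of half-maximal effect; 0% = DMSO and full agonism = EC100 isoproterenol or metaproterenol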
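Receptor–beta-arrestin recruitment read by tTA-responsive luciferase: compound titrations (up to 46 µM) incubated 18 h with Tango cells, then luminescent substrate 15 min at room temperature. Concentration-response fits classified by r2, efficacy and activity.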
p53null 39C kill – p53 null cell cytotoxicity, nonpermissive temperature; H1299 p53-null (neo) cells, 39C, ATPlite viability, 24 h; 55,000 compounds, 0.97% hits; Potency, µM (series often up to 46.1 µM), inactives show at the top dose activity, negative = cell killing, usual class: cytotoxic; AID 904;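 note: potency is the fitted concentration of half-maximal effect; 0% = DMSO only and -100% = full killing by 100 µM tamoxifen; nearly all actives have a fitted effect of over 50% in size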
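Cells seeded at 600/well, 37C overnight. Compound added (up to 46 uM), plates shifted to 39C for 24 hr. ATPlite added, luminescence read after 20 min at room temperature.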
p53null 32C kill – kills p53 null cells at the permissive temperature; 55,000 compounds, 0.62% hits; Potency, µM (top dose mostly 46.1 µM), without a hit: top-dose activity change, negative = cytotoxicity, usual class: cytotoxic; H1299-neo p53 null cells, ATP luminescence, 24 h, 32C;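 note: potency is the fitted concentration of half-maximal effect; 0% = DMSO only and -100% = full killing by 100 µM tamoxifen; nearly all actives have a fitted effect of over 55% in size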
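Cells lacking p53 (H1299-neo) are plated at 600 per well and allowed to settle overnight at 37C. Test compounds (up to 46 uM) are added and held 24 hours at 32C, then ATP is quantified by luminescence.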
Numbers without * were called inactive; ? = inconclusive; . = no result given; [ ] = another dose, or the depositor's remark. Calls come from the whole dose curve; as a rule, active = well fitted curve in the direction sought with a large enough effect; inconclusive = small, poorly fitted or top-dose-only effect, or another doubt; inactive = no such curve, though single readings can be large; an effect the other way counts as inactive or inconclusive. This is a subset (hit frequency here may not be typical).

SMILES | PTAP-TSG101 blk | GALK inh | FH mod | NTMT1 inh | B2AR arrestin ag | p53null 39C kill | p53null 32C kill
CCC(Sc1nncn2c1cc1oc(C)cc12)C(=O)Nc1ccc(F)cc1 (configuration not stated) | 5% | 2% | -9% | 18% | 0% | 35%[activator] | -14%
COc1ccc(S(=O)(=O)c2cnc(SCC(=O)Nc3cc(F)ccc3C)[nH]c2=O)cc1Cl | -12% | 3% | -25% | -9% | -2% | -10% | 0%
CCCCCCc1cc2cc(-c3nnc(-c4ccc(C)cc4)o3)c(=O)oc2cc1O | 22% | 2% | ? | ? | 0% | -12% | -7%
CCN(CC)CCNC(=O)c1cc2c(=O)[nH]c3ccc(C)cc3c2s1 | 2% | 1% | -16% | ? | 0% | 20% | 7%
COc1cc(C2CC(=O)Nc3c2c(C)nn3-c2nncc(-c3ccc(C)cc3)n2)cc(OC)c1OC (configuration not stated) | 1% | 3% | . | . | -3% | 12% | 9%
CCS(=O)(=O)N1CC(=O)N(c2cccc(Cl)c2C)C(C)(C(=O)NC2CCCCC2)C1 (configuration not stated) | -4% | 0% | 2% | 17% | 0% | -4% | 4%
O=C(COc1ccc(F)cc1)Nc1nnc(S(=O)(=O)N2CCc3ccccc32)s1 | 4% | 0% | -5% | 20% | 0% | -7% | 1%
CC(=O)Nc1cccc(Nc2nc3ccccc3n3c(C)nnc23)c1 | 1% | 3% | ? | -2% | 0% | -30% | 6%
O=C(NC1CCCc2ccccc21)c1ccc2c(c1)sc1nc(-c3ccccc3)cn12 (configuration not stated) | 3% | 2% | -10% | ? | -1% | -1% | -2%
Cc1ccc(NC(=O)CN2C(=O)COc3ccc(S(=O)(=O)N4CCCCC4)cc32)cc1N(C)C | 4% | 3% | -11% | -13% | 0% | -13% | 1%
O=C(NCc1cccc(Br)c1)C1CCN(C(=O)c2sccc2-n2cccc2)CC1 | -2% | 3% | -21% | 3% | 1% | 8% | 6%
CCOc1ccccc1CNc1ncnc2onc(-c3ccc(F)cc3)c12 | 0% | -1% | -16% | -14% | 0% | -7% | -9%
Cc1cc(C)cc(NC(=O)CSc2nnc(-c3cc4occc4n3C)n2-c2ccccc2C)c1 | 2% | -1% | ? | 10% | 1% | 3% | 2%
CCCC(CCC)C(=O)Nc1cccc(-c2nc3cccnc3s2)c1C | -13% | -2% | 3% | 15% | 1% | -4% | -4%
N#C/C(=C\c1c(Oc2ccc(Br)cc2)nc2ccccn2c1=O)c1nc2ccccc2s1 | -10% | 3% | ? | 7% | 0% | -7% | 0%
COc1ccc(CCNC(=O)c2ccc3c(c2)N(Cc2ccc(Cl)cc2)C(=O)c2ccccc2S3)cc1OC | -2% | 1% | -16% | -2% | 3% | 7% | 5%
CCN(CC)CCCNC(=O)C(=O)Nc1ccc2nc3n(c(=O)c2c1)CCCCC3 | 0% | -3% | -4% | ? | -4% | ? | 3%
CN1CCN(C(=O)C(=O)Nc2c3c(nn2-c2ccc(F)cc2)CSC3)CC1 | 1% | 0% | -12% | ? | 0% | -5% | -3%
CCOC(=O)c1ccccc1NC1(c2ccc(OC)cc2)C(=O)c2ccccc2C1=O | -3% | 1% | -17% | -18% | 1% | -12% | 4%
CCOC(=O)c1c(C)oc2nc(C)nc(Nc3cc(C)cc(C)c3)c12 | -3% | 1% | -1% | 3% | 0% | 0% | 4%
Cc1ccc(C)c2sc(N3CCN(C(=O)C(C)(C)C)CC3)nc12 | -1% | 2% | -12% | -8% | -4% | 20% | -6%
CCOC(=O)c1c(S(=O)(=O)N2CCCC(C(=O)NCc3cccc(C)c3)C2)c(C)n(C)c1C (configuration not stated) | -1% | 3% | 10% | 4% | -1% | -3% | 3%
Cc1ccc(NC(=O)C(=O)NCC2(c3ccccc3)CCCC2)cc1Cl | 1% | 2% | 5% | 11% | -1% | -2% | -3%
Cc1ccc2c(c1)c1c(c(=O)n(-c3ccccc3)c(=O)n1CC(=O)NCC1CCCO1)n2C (configuration not stated) | 0% | 3% | 0% | ? | 0% | 3% | 4%
O=C(NC1CCCCC1)c1ccc2c(c1)N(Cc1ccccc1)C(=O)c1ccccc1S2 | -2% | -3% | -21% | -8% | 0% | -3% | 4%
Continued.
SMILES | PTAP-TSG101 blk | GALK inh | FH mod | NTMT1 inh | B2AR arrestin ag | p53null 39C kill | p53null 32C kill
CN(C)CCN(Cc1ccco1)C(=O)c1cc2c(s1)-c1ccccc1OC2 | -5% | -1% | -9% | -10% | -1% | ? | 7%
CCC(C)NC(=O)C1=CC(c2ccc3c(c2)OCO3)=NS(=O)(=O)N1C (configuration not stated) | -5% | 3% | -2% | 5% | -1% | -20% | -5%
O=C(NCc1ccccc1)c1ccc(NC(=O)N2CCSc3ncccc32)cc1 | 4% | 1% | -7% | 89µM* | 0% | 4% | -5%
CCCSc1ncc(Cl)c(C(=O)Nc2sc3c(c2C(N)=O)CCCC3)n1 | 0% | -11% | 2% | 5% | -1% | -9% | 1%
CCN1CCC(N(Cc2ccc3c(c2)OCO3)C(=O)Nc2ccccc2OC)CC1 | -2% | 6% | 5% | -23% | 1% | -10% | -1%
CCc1cccc(C)c1NC(=O)COCc1cc(-c2ccc3c(c2)OCO3)on1 | 5% | 1% | -10% | -11% | 0% | -18% | 4%
Nc1cc(=O)nc(SCC(=O)Nc2ccc(F)cc2)n1-c1ccc(Cl)cc1 | -8% | 2% | 9% | -10% | 1% | . | .
CCCC(=O)NCC(c1ccc2c(c1)OCO2)N1CCOCC1 (configuration not stated) | 0% | -5% | -7% | 32%[activator] | -1% | 6% | -2%
Oc1c(C(c2ccc(Cl)cc2Cl)N2CCOCC2)sc2nc(-c3ccco3)nn12 (configuration not stated) | -20% | -2% | -3% | 18% | -2% | -4% | 0%
CCOc1ccc(C(=O)Nc2ccc3oc(-c4cccc5ccccc45)nc3c2)cc1 | 1% | 0% | -7% | 14% | 0% | -9% | -8%
COc1cc2c(cc1OC)n(CC(=O)c1ccc(C)cc1C)c(=O)n1nc(CCn3nc(C)cc3C)nc21 | 1% | -1% | 7% | -6% | -2% | 14% | -1%
Cc1ccc(-c2nnc(SCC(=O)NCCC(C)C)nc2-c2ccc(C)cc2)cc1 | -4% | 1% | ? | -5% | -1% | 60%[activator] | 36%[activator]
Cc1cccc(C(=O)Nc2cccc(C(=O)OCc3cc(=O)n4ccsc4n3)c2)c1 | -4% | -1% | 0% | 5% | -1% | 2% | 2%
Cc1ccccc1COC(=O)c1ccc(-c2nnn(Cc3ccccc3F)n2)cc1 | 3% | 7% | -18% | 9% | -1% | -2% | 9%
CN1C(=O)Cc2cc(S(=O)(=O)CCC(=O)Nc3ccc(Cl)cc3)ccc21 | -1% | 2% | -8% | 13% | 1% | 5% | 4%
COc1ccc(-c2cn3cccnc3n2)cc1NC(=O)c1c(F)cccc1F | -5% | 2% | -5% | -2% | 0% | -5% | 9%
CC1CN(C(=O)N2CCC(C(=O)NC3CCCCCC3)CC2)c2cc(Cl)ccc2O1 (configuration not stated) | -2% | 2% | 3% | 0% | 0% | 0% | 15%
CCOC(=O)c1cc(-c2ccccc2)n(-c2cccc(C(=O)NC(C)CC)c2)c1C (configuration not stated) | 1% | 1% | -17% | 3% | 2% | 2% | 37%[activator]
CCCc1ccc(NC(=O)C2CCN(c3cnccn3)CC2)cc1 | 0% | -8% | 18% | -8% | -4% | 6% | -3%
CN1CCN(C(CNC(=O)c2ccc(F)cc2)c2ccc3c(c2)OCO3)CC1 (configuration not stated) | 1% | ? | -4% | -3% | 0% | 3% | 9%
Cc1c(Cl)cccc1NC(=O)C(=O)NCC(c1cccnc1)N1CCN(c2ccccc2)CC1 (configuration not stated) | -3% | -3% | -10% | 1% | -1% | -5% | 9%
Cc1cc(C)cc(-n2nnc(-c3nsc(NC(=O)c4ccccc4Cl)n3)c2C)c1 | 0% | 1% | 10% | -12% | 1% | -4% | -12%
Cc1ccc(-n2c(=O)c3c(c4cc(C)ccc4n3C)n(CC(=O)c3ccc(Cl)cc3)c2=O)cc1 | 0% | 4% | -16% | 19% | 1% | -3% | -6%
CCOC(=O)CC(NC(=O)CCc1c(C)nc2c(c1C)c(=O)n(C)c(=O)n2C)c1ccc(OCC)c(OC)c1 (configuration not stated) | 4% | -1% | -35% | -4% | 0% | 12% | 0%
Cc1noc(/C=C/c2cccs2)c1S(=O)(=O)N1CCC(C(=O)NCc2ccccc2Cl)CC1 | -4% | 2% | -1% | 14% | 1% | -7% | 10%

Entries of single compounds from above. Order of screens: PTAP-TSG101 blk	GALK inh	FH mod	NTMT1 inh	B2AR arrestin ag	p53null 39C kill	p53null 32C kill
Profile of `CCOc1ccc(C(=O)Nc2ccc3oc(-c4cccc5ccccc45)nc3c2)cc1` : 1%	0%	-7%	14%	0%	-9%	-8%
Profile of `CN1CCN(C(CNC(=O)c2ccc(F)cc2)c2ccc3c(c2)OCO3)CC1` (configuration not stated) : 1%	?	-4%	-3%	0%	3%	9%

(next part)
SMILES | PTAP-TSG101 blk | GALK inh | FH mod | NTMT1 inh | B2AR arrestin ag | p53null 39C kill | p53null 32C kill
CC1CCN(S(=O)(=O)c2cc(C(=O)NCc3ccc(N(C)C)cc3)n(C)c2)CC1 | -7% | -2% | -5% | 89µM* | -1% | 0% | -7%
C=Cc1ccc(CSc2nc(-c3ccc(C)cc3)nc3c2Cc2c(CO)cnc(C)c2O3)cc1 | 2% | 0% | ? | 1% | 0% | -10% | 0%
COc1ccc(C)cc1NC(=O)c1c(C(=O)Nc2cccc(C)c2C)sc2nc(C)cc(=O)n12 | 2% | -8% | . | . | 0% | -1% | 0%
COc1ccc(/C=C\c2onc(C)c2S(=O)(=O)N2CCC(C(=O)Nc3ccccc3OC)CC2)cc1 | -11% | 1% | -8% | -11% | 0% | 2% | 4%
CCCOc1ccc(C(=O)Nc2ccc(NC(=O)c3ccc(Br)cc3)cc2)cc1 | 0% | 0% | 1% | -4% | 0% | -11% | 6%
COc1cc(C2C(C(=O)Nc3ccccc3)=C(C)Nc3nc(SCc4ccccc4F)nn32)cc(OC)c1OC (configuration not stated) | -3% | -1% | -1% | -5% | -1% | 16% | 4%

Sorted by length of the SMILES (descending): some entries from above
SMILES | PTAP-TSG101 blk | GALK inh | FH mod | NTMT1 inh | B2AR arrestin ag | p53null 39C kill | p53null 32C kill
COc1ccc(C)cc1NC(=O)c1c(C(=O)Nc2cccc(C)c2C)sc2nc(C)cc(=O)n12 | 2% | -8% | . | . | 0% | -1% | 0%
C=Cc1ccc(CSc2nc(-c3ccc(C)cc3)nc3c2Cc2c(CO)cnc(C)c2O3)cc1 | 2% | 0% | ? | 1% | 0% | -10% | 0%
CCCOc1ccc(C(=O)Nc2ccc(NC(=O)c3ccc(Br)cc3)cc2)cc1 | 0% | 0% | 1% | -4% | 0% | -11% | 6%

Source: PubChem
